Screening data: PubChem, Sanford-Burnham Center for Chemical Genomics
tim10-1 inh: tim10-1 yeast growth inhibition; S. cerevisiae tim10-1 ts strain growth, BacTiter-Glo, 24 h; inhibition, % at 20 µM; actives 2.2% (n = 330,000); AID 463190;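 active = inhibition of at least 40%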;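 also: mutant grown at 25 °C; 0% = DMSO wells with yeast and 100% = wells holding no yeast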
APJ antag: antagonists of human APJ apelin receptor; inhibition, % at 20 µM; AID 2521; actives 0.32% (n = 330,000); CHO-K1 APJ beta-arrestin complementation, luminescence;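 active = inhibition above about 40% at 20 µM, limit read from the data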;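 also: cells challenged with 10 nM apelin-13 agonist together with compound; plate controls were apelin-13 plus DMSO wells for no effect and DMSO wells lacking apelin-13 for full effect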
APJ agonist: agonists of human APJ apelin receptor | P35414 | CHO-K1 APJ PathHunter beta-arrestin, luminescence; 0% DMSO wells, 100% apelin | activation, % at 20 µM | actives 0.11% (n = 330,000) | AID 2520;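 active = activation more than six SD over the plate average, tested at 20 µM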;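 also: 0% = DMSO alone and 100% = apelin-13 at 10 nM; some results filed as inactive read as strong as hits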
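Assay system: CHO-K1 APJ beta-arrestin complementation cell line / Compound: single test compound dose, 20 µM final, 1% DMSO / Times: overnight seeding, 90 min compound at 25 °C, 1 h detection / Technique: beta-gal luminescence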
CXCR6 inh: CXCR6 (human) receptor inhibition | O00574 | actives 0.36% (n = 360,000) | CHO-K1 PathHunter CXCR6 beta-arrestin, luminescence | inhibition, % at 20 µM; in the data active = inhibition above about 34%, passing the limit was not always enough;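 also: antagonist mode with CXCL16 agonist at 10 nM final; 0% = 10 nM CXCL16 with DMSO and 100% = unstimulated wells without agonist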
Mdm2-MdmX inh: disrupts the human Mdm2-MdmX interaction | O15151+Q00987 | SaOS-2 split-luciferase Mdm2/MdmX complementation, luminescence | inhibition, % at 8 µM | actives 3% (n = 330,000);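 active = inhibition of at least 50% at 8 µM in the primary screen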
Target sequence (O15151 whole entry, looked up): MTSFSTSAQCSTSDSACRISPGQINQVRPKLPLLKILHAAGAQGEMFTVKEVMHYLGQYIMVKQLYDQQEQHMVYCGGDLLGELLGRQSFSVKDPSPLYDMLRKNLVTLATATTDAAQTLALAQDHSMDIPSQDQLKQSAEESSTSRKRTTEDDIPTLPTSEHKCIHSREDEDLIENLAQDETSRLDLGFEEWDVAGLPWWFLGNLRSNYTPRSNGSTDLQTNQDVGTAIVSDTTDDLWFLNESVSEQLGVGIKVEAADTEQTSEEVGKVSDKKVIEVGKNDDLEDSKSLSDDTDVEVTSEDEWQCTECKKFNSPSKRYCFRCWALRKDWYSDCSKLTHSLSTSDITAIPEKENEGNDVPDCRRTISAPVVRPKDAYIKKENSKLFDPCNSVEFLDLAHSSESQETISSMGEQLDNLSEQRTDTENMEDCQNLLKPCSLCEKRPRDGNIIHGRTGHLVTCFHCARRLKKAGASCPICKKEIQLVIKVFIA
Target sequence (Q00987 whole entry, looked up): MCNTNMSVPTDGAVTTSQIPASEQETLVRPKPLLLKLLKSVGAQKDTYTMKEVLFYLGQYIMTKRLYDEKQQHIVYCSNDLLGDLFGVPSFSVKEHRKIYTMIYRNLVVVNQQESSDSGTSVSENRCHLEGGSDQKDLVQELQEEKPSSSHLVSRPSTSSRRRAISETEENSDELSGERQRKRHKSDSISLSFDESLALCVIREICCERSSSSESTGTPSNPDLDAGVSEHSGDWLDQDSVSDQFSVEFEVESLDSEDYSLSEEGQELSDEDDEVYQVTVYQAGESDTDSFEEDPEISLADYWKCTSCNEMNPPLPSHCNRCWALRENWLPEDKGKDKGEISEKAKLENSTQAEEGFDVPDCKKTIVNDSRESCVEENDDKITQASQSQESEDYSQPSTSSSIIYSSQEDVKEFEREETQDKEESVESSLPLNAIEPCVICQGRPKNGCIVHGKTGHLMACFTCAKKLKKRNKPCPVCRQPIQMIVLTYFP
TIM10 inh: TIM10 yeast growth inhibition; AID 463195; S. cerevisiae TIM10 strain growth, BacTiter-Glo luminescence, 24 h; actives 1.4% (n = 330,000); inhibition, % at 10 µM;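 active = inhibition of 40% or more at the single tested concentration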;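 also: wild-type TIM10 isogenic control strain grown at permissive 25 °C; 0% = DMSO yeast wells and 100% = minimal medium wells without yeast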
tim23-1 inh: inhibits growth of tim23-1 mutant yeast | S. cerevisiae tim23-1 growth, BacTiter-Glo luminescence, 24 h | inhibition, % at 20 µM | actives 1.3% (n = 330,000);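 active = growth inhibition of the mutant yeast at or above 50%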;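 also: temperature-sensitive mutant grown at 25 °C; plate controls were DMSO-treated mutant yeast for no effect and medium wells lacking yeast for full effect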
UPR CHOP act: activators of apoptotic arm of unfolded protein response (CHOP); CHO-CHOP luciferase reporter, UPR activation, luminescence; percent of tunicamycin response over DMSO baseline; activation, % at 10 µM; actives 0.34% (n = 330,000); AID 449763;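 active = at 10 µM dose, activation of 40% or more, normalized to positive control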;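 also: 100% = tunicamycin at 10 µg/mL and 0% = DMSO alone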
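measured by = luciferase luminescence | assay system = CHO-CHOP cells, stable luciferase reporter of PERK-eIF2a-CHOP signalling | amount = 500 reporter cells seeded per well | timing = 6 h compound exposure at 37 °C after overnight seeding | controls = positive tunicamycin 10 µg/mL, negative DMSO alone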
UPR XBP1 act: activators of adaptive arm of unfolded protein response (XBP1); CHO-XBP1 luciferase reporter, IRE1-XBP1 UPR activation, luminescence; percent of tunicamycin response, DMSO as zero; activation, % at 20 µM; actives 0.33% (n = 330,000);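 active = versus positive control, 20 µM dose yields 30% or more activation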;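 also: 100% = tunicamycin at 10 µg/mL and 0% = DMSO only wells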
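Material: CHO-XBP1 cells stably carrying IRE1-XBP1-driven luciferase reporter | Medium: F12 with 10% serum | Compound dosing: 20 µM single concentration, DMSO 1% | Incubation: Overnight seeding at 37 °C, 6 h compound treatment at 37 °C | Detection: Steady-Glo luminescence read | Read-out basis: % activation of reporter signal versus tunicamycin and DMSO controls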
Numbers without * were called inactive. This is a subset. The share of hits here may be higher or lower than overall.

SMILES | tim10-1 inh | APJ antag | APJ agonist | CXCR6 inh | Mdm2-MdmX inh | TIM10 inh | tim23-1 inh | UPR CHOP act | UPR XBP1 act
CCCCNc1nc2ccccc2n1CC(=O)N1CCc2ccccc2C1 | 9 | 17 | -1 | 5 | 2 | 18 | 3 | -0.2 | -2
N#Cc1c(NC(=O)CN2CCOCC2)oc(-c2ccccc2)c1-c1ccccc1 | 12 | 32 | -7 | 4 | 2 | -10 | 27 | 0.6 | -2
CCCC(=O)Nc1ncnc2c1ncn2[C@@H]1O[C@@H]2OP(=O)(O)OC[C@H]2[C@H]1OC(=O)CCC | -14 | -6 | -3 | -1 | 16 | -1 | -9 | 1.8 | -6
NS(=O)(=O)c1ccc(Nc2c([N+](=O)[O-])cncc2[N+](=O)[O-])cc1 | -3 | -34 | -3 | -5 | 8 | -3 | 0 | 0.9 | -1
CCOc1ccc(S(=O)(=O)NCCC(=O)Nc2ncccc2C)cc1 | -1 | -28 | 2 | -2 | -33 | 6 | 16 | 0.0 | -10
Cc1ccc(NC(=O)c2nc3nccc(C)n3n2)c(C)c1 | 0 | -8 | -5 | -4 | -9 | -8 | 6 | 1.0 | 1
CCC1c2ccc(C)n2CCN1C(=O)Nc1cc(Cl)ccc1OC (stereo not given) | 22 | 2 | -6 | 2 | 19 | 19 | 18 | 1.2 | -2
CCOc1ccc(NC(=O)CSc2nnc(-c3cc(C)[nH]n3)n2N)cc1 | 0 | 32 | 2 | 0 | 15 | -9 | -12 | -0.2 | -1
Cn1nc(-c2ccc(Cl)cc2)c2cc(C(=O)NCCCN3CCCC3)sc21 | 15 | -2 | 11 | 2 | 50 | 5 | 0 | 3.0 | -2
COC(=O)C1CCN(c2cnccn2)CC1 | 3 | -9 | -4 | 0 | -23 | -20 | 9 | 1.1 | -3
CC1CCN(C(=O)COC(=O)c2ccc3c(c2)OCO3)CC1 | 5 | -7 | -2 | -4 | -34 | -5 | -2 | 5.1 | 3
O=S(Cc1cc(Oc2ccccc2)nc(-c2ccccc2)n1)c1ccccc1 (stereo not given) | 11 | 9 | -4 | 9 | -12 | -16 | 41 | -0.7 | 4

The closing three records of the section before are carried over, then new ones follow.
SMILES | tim10-1 inh | APJ antag | APJ agonist | CXCR6 inh | Mdm2-MdmX inh | TIM10 inh | tim23-1 inh | UPR CHOP act | UPR XBP1 act
COC(=O)C1CCN(c2cnccn2)CC1 | 3 | -9 | -4 | 0 | -23 | -20 | 9 | 1.1 | -3
CC1CCN(C(=O)COC(=O)c2ccc3c(c2)OCO3)CC1 | 5 | -7 | -2 | -4 | -34 | -5 | -2 | 5.1 | 3
O=S(Cc1cc(Oc2ccccc2)nc(-c2ccccc2)n1)c1ccccc1 (stereo not given) | 11 | 9 | -4 | 9 | -12 | -16 | 41 | -0.7 | 4
COc1ccc(S(=O)(=O)N2CCCCCC2)cc1C(=O)Nc1cc(C)ccn1 | 8 | 2 | 1 | 9 | 7 | 14 | 33 | -0.7 | 1
O=C1/C(=C\Nc2ccc(OC(F)(F)F)cc2)CCN1c1ncccn1 | 11 | 7 | -2 | 3 | -58 | 1 | 17 | 8.7 | -1
Cc1ccc(NC(=O)COc2ccccc2)cc1Cl | -33 | 12 | -2 | -2 | -3 | 6 | 48 | 0.9 | -4
CC(C)(CC(=O)O)CC(=O)NCc1c(Cl)cccc1Sc1ccc(Cl)cc1 | 9 | 10 | -2 | -1 | 6 | 17 | 10 | 1.2 | 0
CCOc1ccc(-c2ncncc2-c2ccc(OC)cc2)c(O)c1 | 29 | 4 | -3 | -8 | 25 | 20 | 43 | 3.9 | 0
Cc1nn(CCc2n[nH]c(=S)n2C)c(C)c1Br | 4 | 2 | 0 | -1 | 9 | 5 | 7 | 3.6 | 0
COc1ccccc1CNC(=O)CSc1nn2c(=O)c(C(C)(C)C)nnc2s1 | 12 | 5 | -2 | 15 | -1 | 11 | 33 | -0.6 | 4
COc1cc(-c2nnc(NC(=O)c3ccco3)o2)cc(OC)c1OC | -4 | 3 | 4 | 4 | 12 | -4 | 2 | 1.9 | 3
CNC(=O)c1snnc1-c1ccccc1 | -6 | 15 | 3 | -2 | -3 | -6 | -1 | 1.1 | -4
Nc1nc(-c2ccc3c(c2)OCCO3)cs1 | 4 | 8 | -2 | -2 | -49 | 20 | 5 | 3.6 | 0
CC(=O)Nc1ccc(/C(C)=N/NC(=O)c2ccncc2)cc1 | 5 | 2 | 2 | -9 | -2 | -7 | 16 | -1.3 | 0
O=C(N/N=C/c1sc(N2CCOCC2)nc1-c1ccccc1)c1ccccc1O | 26 | 11 | -2 | 8 | 7 | 21 | 19 | 12 | 4
O=[N+]([O-])c1ccccc1S(=O)(=O)Nc1cccc(-c2ccc(N3CCCC3)nn2)c1 | 10 | -8 | 9 | 1 | 4 | 6 | -7 | 2.5 | -1
Cc1cccc(CSc2nnc(C)c(=O)n2N)c1 | 0 | -2 | 0 | -2 | 16 | 10 | 2 | 3.5 | -1
Cn1ncc([N+](=O)[O-])c1C(=O)Nc1nc2ccccc2n1CCN1CCCCC1 | -4 | -3 | -1 | 6 | -6 | 2 | -1 | 0.1 | 0
CC(=O)N1CCCc2cc(S(=O)(=O)N3CCCC(C(=O)N4CCN(c5cccc(Cl)c5)CC4)C3)ccc21 (stereo not given) | 10 | -37 | 20* | -6 | 36 | 1 | 1 | 6.9 | -4
CCCNC(=O)NC(=O)CSc1ccc2c(c1)OCCO2 | 7 | -14 | -4 | -2 | 13 | -3 | 13 | -2.0 | -2
COc1ccc(/C=N/NC(=O)c2ccccc2O)cc1Cn1cc([N+](=O)[O-])cn1 | -25 | 0 | -1 | -2 | -9 | 5 | -18 | 1.1 | -1
Cc1ccc(-c2cc(C(=O)Nc3cc(C)on3)no2)cc1 | 1 | -9 | -1 | 5 | -58 | 6 | 6 | 6.6 | 2
COCCSc1ncnc2c1oc1nc3c(cc12)COC(C)(C)C3 | 2 | 13 | 4 | 8 | -17 | 13 | 5 | 2.2 | 1
COCCN(C(=O)c1csnn1)C(C(=O)NC1CCCCC1)c1sccc1C (stereo not given) | 15 | 12 | -4 | -4 | 24 | 22 | 4 | -1.4 | 2
Cc1nc(C)c(C(=O)N/N=C/c2cn(C)c3ccccc23)s1 | 32 | 3 | -3 | 1 | 27 | 19 | 5 | 2.6 | 4
COc1cc(/C=C/C(=O)NNc2c(F)c(F)cc(F)c2F)ccc1OC(F)F | -38 | 12 | 4 | -6 | 5 | -58 | -29 | -2.3 | 1
NC(=O)N/N=C/c1cc(Br)ccc1OC(=O)c1ccccc1 | -3 | -18 | 0 | 4 | 7 | -5 | 2 | -1.3 | 6
CN(C(=O)CSc1nnc(C2CC2)n1-c1ccccc1)C1CCS(=O)(=O)C1 (stereo not given) | -2 | 10 | -3 | 6 | 10 | 10 | 11 | 0.2 | -3
O=C(Nc1ccc(C(=O)N2CCOCC2)cc1)c1ccccc1[N+](=O)[O-] | -6 | 0 | -1 | -7 | 2 | -1 | -10 | 0.9 | -1
O=C1NC(=O)/C(=C/c2ccccc2Oc2ccc(Cl)cc2)S1 | 14 | 2 | 0 | 0 | 9 | 19 | 29 | -4.0 | 2
CC(=O)Oc1ccc2nc(/C=C/c3ccc(C=O)cc3)oc(=O)c2c1 | -2 | 0 | 3 | -3 | 14 | 3 | 10 | 3.0 | 0
O=[N+]([O-])c1c(Nc2ccccc2O)cc(Cl)c2nonc12 | 34 | 93* | -5 | 107* | 95* | 31 | 37 | -8.5 | -11
O=C(NNC(=O)c1ccccc1Cl)c1ccc2c(=O)n3c(nc2c1)CCC3 | 2 | -4 | -1 | -2 | 16 | 0 | 18 | 2.1 | -2
N=C1/C(=C/c2ccc(OCc3ccccc3F)cc2)C(=O)N=C2SC(CC(=O)N3CCOCC3)=NN12 | 15 | 9 | -1 | 6 | 7 | 13 | 9 | 2.9 | 0
C=CCOc1cccc(/C=N/NC(=O)C(OC)c2ccccc2)c1 (stereo not given) | 25 | 8 | -3 | -3 | -6 | 9 | 30 | 3.7 | 0
O=C(NCc1nc2ccccc2[nH]1)C1=C[C@H](c2csc3ccccc23)C[C@H](OCc2ccc(CO)cc2)O1 | 21 | 6 | -2 | 14 | 27 | -3 | -4 | -0.8 | -1
CC(/C=C/c1ccccc1)=N\Nc1ccccc1[N+](=O)[O-] | 4 | 13 | -5 | 12 | -60 | 21 | -8 | 5.3 | 2
CCOc1ccc(NC(=O)COC(=O)Cc2ccsc2)cc1 | -4 | 7 | 2 | 2 | 9 | 10 | 3 | 2.6 | 6
COC(=O)c1ccc(SCC(=O)NC2CCCCC2)c([N+](=O)[O-])c1 | 16 | 8 | -1 | 6 | 6 | -9 | -8 | 3.1 | -4
Cc1cc(C(=O)N/N=C/C(Cl)=C/c2ccccc2)c(C)o1 | -25 | 10 | -1 | 3 | -9 | -24 | 0 | 2.5 | 3
COc1ccc(NC(=O)CN2CCN(c3ccccc3F)CC2)cc1 | 3 | 9 | -4 | -2 | 18 | 2 | 17 | 3.8 | -3
O=C(NCCCN1CCN(c2ccccc2F)CC1)C1CCCN(S(=O)(=O)c2cnc[nH]2)C1 (stereo not given) | -7 | -7 | 0 | 6 | 5 | -5 | -7 | 0.2 | -2
CCOC(=O)CC(=O)CSc1nnc2sc3ccccc3n12 | 19 | 13 | -4 | -2 | 12 | 23 | 12 | -0.9 | 1
NC(=O)[C@H]1CC2(CC(c3cccc(NC(=O)[C@H]4CCC(=O)N4)c3)=NO2)CN1C(=O)c1cc([N+](=O)[O-])cc([N+](=O)[O-])c1 (stereo not given in full) | 6 | -100 | 9 | -28 | -7 | -2 | 4 | 5.6 | -1
COC(=O)[C@@H](NC(=O)Nc1ccc(OC)cc1)C(C)C | -2 | -5 | 1 | 3 | -1 | 5 | 7 | -0.5 | 0
COC(=O)c1c(C)[nH]c(C(=O)/C=C/c2ccccc2F)c1C | -1 | 7 | -6 | -1 | -103 | 12 | 0 | 2.0 | -2
COC(=O)[C@@]12CCCCN1[C@H](c1ccc(-c3cccc(Cl)c3)cc1)[C@@H]1C(=O)N(C)C(=O)[C@@H]12 | -3 | 1 | -2 | 12 | 78* | 3 | 6 | 1.4 | 2
CCOC(=O)C1C(c2ccc([N+](=O)[O-])cc2)C2C(=O)NN=C2CC1(C)O (stereo not given) | -6 | -12 | -3 | -6 | 9 | 3 | -1 | -2.7 | -2
Cc1ccc(C)c(OCCC(=O)NNC(=O)c2ccncc2)c1 | -17 | -7 | -1 | 0 | 4 | -7 | -8 | 0.6 | -2
N#Cc1ccccc1OCC(=O)OCCCOC(=O)COc1ccccc1C#N | 2 | -5 | 6 | 6 | 13 | 0 | 9 | 0.2 | -5
